# Bioassay records from PubChem BioAssay.
# GC-B act = GC-B (human) receptor activation; P20594; HEK293-GC-B cells, CNP EC30, cGMP TR-FRET; 0% at EC30 CNP, 100% saturating CNP; activation, % at 10 µM; 370,000 compounds, 0.11% hits;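 active = activation at 10 µM reaching about 35% in either raw or pattern-adjusted values, limit read from the data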
# hgDAF-12 ag = hgDAF-12 agonism, primary luciferase screen. HEK293 GAL4-hgDAF12 UAS-luciferase reporter, agonist luminescence; normalized to butyrate control. activation, % at 6.8 µM. 370,000 compounds, 1.8% hits. AID 687014;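 active = activation above a cutoff set at the mean of all screened compounds plus 3 SD, cut at about 10% in these data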;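 note: 0% = DMSO wells and 100% = sodium butyrate wells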
# NPR1 activator = GC-A (human) enzyme activation | 370,000 compounds, 0.14% hits | HEK293 GC-A cells, cGMP TR-FRET, EC30 ANP; 0% at EC30 ANP, 100% saturating ANP | AID 1671463 | P16066 | activation, % at 10 µM; in the data active = activation above about 40%
# ADAM10 inh = inhibitors of human ADAM10. inhibition, % at 7 µM. recombinant ADAM10, EDANS/DABCYL FRET peptide cleavage, 3 h. 370,000 compounds, 0.62% hits. O14672;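 active = inhibition above a per-campaign cutoff equal to the mean of compounds falling between control-based bounds plus 3 SD, cut at about 20% in these data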;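 note: 0% = DMSO wells while the 100% control is not disclosed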
# FXN GAA850 act = increases GAA850 frataxin promoter reporter activity | HEK293 lucGAA850 FXN promoter luciferase reporter, 24 h; percent of 10 µM SAHA response | activation, % at 6 µM | 360,000 compounds, 0.56% hits | AID 540364;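 active = activation above the average of all compounds screened plus 3 SD, cutoff fixed separately per campaign, cut at about 7.5% in these data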;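 note: 0% = DMSO wells and 100% = 10 µM SAHA wells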
# ssDAF12 agonist = activators of S. stercoralis DAF-12 nuclear receptor; 370,000 compounds, 1% hits; HEK293 ssDAF-12/GRIP1 lit1-tk-luc reporter, luminescence; % of 3 µM dafachronic acid response; activation, % at 6.8 µM;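 active = activation above the mean over all tested compounds plus 3 SD, cut at about 0.9% in these data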;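 note: 0% = DMSO-only wells and 100% = 3 µM delta7-dafachronic acid wells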
# DAX1 inh-1 = inhibitors of DAX1 repression of SF-1 activated StAR promoter; inhibition, % at 6.8 µM; AID 652010; 370,000 compounds, 1.1% hits; HEK293T StAR-luciferase reporter, SF-1/DAX-1 repression relief;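 active = inhibition above the mean over all tested compounds plus 3 SD, cut at about 3.6% in these data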;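 note: 0% = DAX-1 cells with DMSO and 100% = cells lacking DAX-1 with DMSO; higher inhibition means more luminescence from relief of DAX-1 repression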
# DAX1 inh-2 = inhibitors of human orphan nuclear receptor DAX1 (NR0B1); AID 504766; 340,000 compounds, 0.99% hits; P51843; HEK293 Gal4-DAX1 luciferase reporter, luminescence; inhibition, % at 6.75 µM;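 active = inhibition above the mean over all tested compounds plus 3 SD, cut at about 4.2% in these data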;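 note: 0% = DAX1-transfected cells with DMSO and 100% = empty-vector control cells with DMSO; inhibition shows as a rise in luminescence from relieved DAX1 repression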
# Target sequence (P51843 207-470 limits assumed): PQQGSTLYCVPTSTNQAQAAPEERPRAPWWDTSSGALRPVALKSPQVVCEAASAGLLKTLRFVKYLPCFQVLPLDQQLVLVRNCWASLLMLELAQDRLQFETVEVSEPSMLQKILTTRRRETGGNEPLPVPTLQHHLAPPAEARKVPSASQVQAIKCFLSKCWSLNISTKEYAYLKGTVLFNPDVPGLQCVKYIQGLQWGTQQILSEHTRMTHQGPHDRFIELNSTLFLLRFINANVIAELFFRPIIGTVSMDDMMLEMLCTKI
# hcDAF12 agonist = H. contortus DAF-12 activation, primary screen. HEK293 hcDAF-12 lit1-tk-luc reporter, luminescence; 0% DMSO, 100% Δ7-dafachronic acid. activation, % at 6.8 µM. 370,000 compounds, 1.4% hits;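 active = activation above the mean of all tested compounds plus 3 SD, cut at about 5.5% in these data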;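 note: 100% = response to 3 µM Δ7-dafachronic acid high control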
# sPLA2-III inh = Blocks human group III sPLA2 activity | Q9NZ20 | QFRET BODIPY PC-A2 liposome hydrolysis, fluorescence | inhibition, % at 12.2 µM | 370,000 compounds, 0.56% hits;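 active = inhibition above mean plus 3 SD of compounds lying within the high and low control bounds, cut at about 19% in these data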;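 note: 0% = median of test compound wells and 100% = no enzyme DMSO wells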
# Target sequence (Q9NZ20 whole entry, looked up): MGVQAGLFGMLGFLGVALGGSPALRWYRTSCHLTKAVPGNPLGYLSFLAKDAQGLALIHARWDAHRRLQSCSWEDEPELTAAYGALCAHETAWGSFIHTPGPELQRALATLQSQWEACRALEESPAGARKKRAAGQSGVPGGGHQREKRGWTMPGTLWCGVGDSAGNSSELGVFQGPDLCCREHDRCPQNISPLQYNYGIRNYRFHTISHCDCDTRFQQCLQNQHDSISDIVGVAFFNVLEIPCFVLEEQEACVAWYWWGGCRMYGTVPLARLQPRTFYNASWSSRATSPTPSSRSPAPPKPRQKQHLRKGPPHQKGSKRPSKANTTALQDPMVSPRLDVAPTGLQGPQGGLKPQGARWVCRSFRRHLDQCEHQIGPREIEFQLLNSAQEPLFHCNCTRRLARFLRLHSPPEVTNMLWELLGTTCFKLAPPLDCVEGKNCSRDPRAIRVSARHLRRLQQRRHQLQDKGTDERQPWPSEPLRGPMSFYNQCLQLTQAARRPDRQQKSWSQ
# SMARCA2 activ = increases SMARCA2 function in MMTV reporter cells | MG213 cells, MMTV-luciferase reporter, dexamethasone, overnight | activation, % at 9.1 µM | 370,000 compounds, 1% hits | AID 652017; in the data active = activation above about 7.8%;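 note: 0% = vehicle wells and 100% = reference activator wells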
# * hit, by the source's call; nt = no result given. No enrichment for hits. About 6.6% of those tested had a hit in this group.
mol,GC-B act,hgDAF-12 ag,NPR1 activator,ADAM10 inh,FXN GAA850 act,ssDAF12 agonist,DAX1 inh-1,DAX1 inh-2,hcDAF12 agonist,sPLA2-III inh,SMARCA2 activ
O=C(c1ccc2c(c1)N(Cc1ccc(F)cc1)C(=O)CS2)N1CCOCC1,0,1.4,-3,0,1.5,-0.8,0.7,-0.4,-0.7,0,-2
Cc1ccc(NC(=O)CC2Oc3ccc(C)cc3NC2=O)cc1 (configuration not stated),-3,5.9,-4,-23,2.3,-1.5,0.9,1.0,-1.0,12,-2
C=CCn1cnc2scc(-c3ccc(OC)cc3)c2c1=O,-4,-1.5,0,2,0.3,-1.5,-0.3,-1.8,-2.4,5,-4
Cc1cc2c(c(C)c1Cl)C(c1ccc3c(c1)OCO3)CC(=O)O2 (configuration not stated),-3,-0.7,-1,-3,-0.4,-1.6,-1.2,0.4,-1.5,-7,0
COc1cc(-c2nnc(COc3ccc4ccccc4c3)o2)cc(OC)c1OC,-2,-2.9,1,21*,-3.8,-2.2,-0.4,0.3,-0.4,-17,-2
COc1ccc(C2=Nc3ccccc3N(C(=O)c3ccc(C(F)(F)F)cc3)C2C(=O)NCc2ccccc2)cc1 (configuration not stated),8,1.7,3,5,nt,-0.6,0.6,nt,-0.9,-14,-3
CCCCOC(=O)/C=C/c1c(C)[nH]c(=O)[nH]c1=O,-1,0.1,1,0,3.6,-1.1,-0.6,1.2,-0.5,-7,3
COc1ccc(CNC(=O)C(CC(C)C)NC(=O)c2ccccc2C)cc1 (configuration not stated),-4,0.7,4,-7,-2.3,-1.4,-0.4,0.3,-3.2,1,-2
COc1cc(/C=N/NC(=O)c2cccc(C(=O)N/N=C/c3ccc(O)c(OC)c3)n2)ccc1O,-2,1.9,-9,-1,1.8,-0.7,-0.7,0.0,0.1,-11,2
CS(=O)(=O)N(CC(=O)N1CCCC1)Cc1ccccc1,-1,2.4,-1,0,0.0,-2.1,0.5,-0.8,-0.8,4,-2
c1ccc2c(c1)nnn2-c1ncnc2sccc12,1,0.9,2,-15,10*,-0.6,0.2,0.8,0.1,3,12*
C=CCNC(=S)N/N=C(\C)c1cccnc1,8,1.9,3,-6,-0.9,-1.9,-0.7,0.2,-1.3,5,-3
O=C(Nn1cnnc1)c1cc(Cl)cc(Cl)c1,5,-2.2,5,-4,2.1,-1.0,-0.2,-0.2,-0.6,-5,0
O=C(O)c1ccc(S(=O)(=O)N2CCC3(CC2)CC(=O)c2ccccc2O3)cc1,0,0.8,4,-123,1.9,-1.2,1.5,-1.1,1.0,0,-3
CCCNC(=O)c1ccc(N2CCC3(CC2)CC(c2ccc(Cl)cc2)=NO3)c([N+](=O)[O-])c1,5,-2.6,-1,1,-0.9,-1.2,-1.9,-1.7,-2.7,-14,-2
COc1cc(CN(CCc2c(C)[nH]c3ccc(C)cc23)C(=S)NC(C)(C)C)cc(OC)c1OC,-16,-1.1,-14,-3,1.8,-1.1,-2.4,-1.1,-2.3,-5,-2
O=C(Cn1sc2ccccc2c1=O)Nc1ccc(Br)cc1,5,4.3,6,-6,-5.6,-0.6,-0.7,0.0,-3.2,3,6
Cc1cc(/C=C(\C#N)C(=O)OCC(=O)Nc2ccc(OC(F)F)cc2)c(C)n1CC(C)C,-5,7.8,-7,1,3.2,-0.7,4.0*,3.9,-0.4,-25,0
C[C@@H]1O[C@@H](n2c3ccc(Cl)cc3c3ccc4c5cc(Cl)ccc5[nH]c4c32)[C@H](O)[C@H](O)[C@H]1O,0,0.6,1,-69,nt,-1.5,0.0,nt,1.3,-6,-4
COc1ccc(C(=O)N2CCc3c([nH]c4ccccc34)C2C(F)(F)F)cc1 (configuration not stated),1,0.3,-2,3,-2.3,-1.6,-0.4,-2.1,-3.2,-16,-4
CCOP(=O)(c1c(F)c(F)c(F)c(F)c1F)C1(O)CCCCC1 (configuration not stated),5,0.5,4,-6,2.3,-1.0,0.2,1.8,-0.5,-6,0
COC(=O)c1sc2nc(C)cc(-c3ccccc3)c2c1N,1,0.3,3,-35,1.9,-2.1,-0.8,0.3,-1.5,-1,-2
COC(=O)CN(c1nc(C)cc(OC)n1)S(=O)(=O)c1ccccc1,-6,-0.1,-2,2,2.0,-1.0,-0.2,0.5,-0.1,7,1
COc1ccc(N=Cc2c(O)[nH]c3ccccc23)cc1OC,3,4.0,-2,-4,0.2,-1.7,-0.4,-0.5,-0.5,9,-3
Cc1cc(S(=O)(=O)N(Cc2ccccc2)Cc2ccc(N(C)C)cc2)ccc1-n1cnnn1,2,0.3,-2,4,0.8,-1.1,0.4,0.1,-0.8,2,-2
COC/C=C/C1=CC2=CC(=O)C(C)(OC(=O)c3cnc4ccccc4n3)C(=O)C2=CN1Cc1ccco1 (configuration not stated),10,1.4,0,-7,-0.8,-0.3,0.4,1.6,0.6,-1,1
COc1cc(/C=N\NC(=O)C2CC3C=CC2C3)ccc1O (configuration not stated),1,3.7,-1,-24,1.7,-0.9,-0.5,-1.6,-1.4,-11,4
CCOC(=O)CCSc1nc(-c2ccc3c(c2)OCO3)cc(C(F)(F)F)c1C#N,22,1.8,42*,3,1.8,-1.3,-0.3,-0.3,4.4,1,-3
Cc1ccc(-c2nnc(-n3nc(C)cc3C)c3ccccc23)cc1,5,-2.7,7,-7,-1.0,-1.4,-0.6,1.1,-1.0,16,-2
Cc1noc(/C=C/N(C)C)c1S(=O)(=O)N1CCCC(C(=O)NC2CCCCC2)C1 (configuration not stated),-2,-0.2,5,4,0.9,-0.1,-0.8,0.8,1.0,0,-2
CSc1ccc(CN2CCN(C3CCCC3)C(CCO)C2)cc1 (configuration not stated),0,-0.2,-2,-4,-1.3,-1.6,0.0,0.5,-0.5,10,-4
COCCN(C(=S)Nc1c(C)cccc1C)C(C)c1ccco1 (configuration not stated),5,4.0,-1,-10,0.1,-1.0,0.2,0.4,-0.8,0,-3
Cc1ccc(S(=O)(=O)CCc2nc3ccccc3[nH]2)cc1,3,2.6,-3,-2,0.0,-1.5,-0.4,-0.6,1.2,11,-1
COc1ccc2oc(C(=O)N(C)CCOc3ccc(Cl)cc3)c(C)c2c1,-2,1.2,0,10,-1.1,-1.1,-0.1,0.3,-1.0,-2,1
S=C(Nc1ccccc1)Nn1cnnc1,8,-0.3,-1,2,0.9,-1.3,-0.2,-0.3,-0.9,3,-1
Cc1noc(C)c1COc1ccc(C(=O)N2CCN(c3cccc(Cl)c3)CC2)cc1,-2,0.9,-2,10,2.4,-1.2,0.1,1.2,-1.3,-15,0
CCOCCCN(Cc1ccco1)C(=O)c1cc2c(=O)[nH]c3ccc(C)cc3c2s1,2,-3.1,2,-374,-3.0,-1.1,-1.4,-2.1,-1.6,-3,-6
Cc1c(C(=O)n2cnc3ccccc32)cccc1[N+](=O)[O-],5,-1.7,7,1,0.0,-0.8,0.3,0.3,0.7,19,-1
CC1CCN(c2ccc(NC(=O)Cc3ccccc3)cc2)CC1,-2,3.7,1,0,3.0,-1.0,1.0,-0.4,0.1,7,2
O=S1(=O)c2c(cccc2N2CCCC2)O[C@H](COCc2ccccc2)CN1C1CC1,-4,-1.8,-1,-3,nt,-1.7,-1.2,nt,-1.3,6,-2
Cc1cc(C)cc(N(CC(=O)N2CCC(C)CC2)S(C)(=O)=O)c1,-5,-0.9,-4,7,-0.8,-1.4,-0.1,2.2,-1.1,3,-4
c1ccc(-c2csc(N3CCc4ccccc4C3)n2)cc1,1,4.5,0,-3,2.9,0.8,0.9,0.8,1.5,8,0
O=C(OCC(=O)N1CCCC1)c1ccc(S(=O)(=O)Nc2ccccc2)cc1,4,2.7,9,0,0.1,-1.1,-0.3,-0.9,-0.9,0,-1
CC(=O)c1cccc(NC(=O)CSc2ccc(-c3ccco3)nn2)c1,0,0.8,1,-1,-1.4,-1.4,-2.3,0.8,-1.7,-11,-2
CCOC(=O)Nc1ccccc1C(=O)N1CCOCC1,-4,0.3,-1,-3,-0.7,-0.5,-0.3,0.6,-1.1,7,1
CC(Oc1ccc(Cl)cc1Cl)C(=O)Nc1ccc(OCC(=O)O)cc1 (configuration not stated),7,6.1,0,-2,0.4,-0.7,0.6,1.9,-0.6,-1,3
Cc1ccc(Cl)c(OC(=O)Cn2cnc3c2c(=O)n(C)c(=O)n3C)c1,-2,-0.6,-5,-8,0.6,-0.7,0.0,-1.0,-1.3,0,2
Nc1nc(SCc2ccccc2)sc1C(=O)N1CCCCC1,4,11*,6,-6,4.2,-1.1,1.9,2.9,4.5,6,0
Cc1ccc(-n2nc(C(=O)NN)c(C)c(C#N)c2=O)cc1Cl,-4,-3.5,-4,4,-5.0,-1.8,-1.0,-1.4,-5.2,-21,-5
COc1cc(N)ccc1-c1cc2ccccc2oc1=O,5,6.1,10,-12,3.3,-0.9,0.9,0.4,1.7,5,0

# (list continues)
mol,GC-B act,hgDAF-12 ag,NPR1 activator,ADAM10 inh,FXN GAA850 act,ssDAF12 agonist,DAX1 inh-1,DAX1 inh-2,hcDAF12 agonist,sPLA2-III inh,SMARCA2 activ
CC(C)NC(=O)N1CCOCCOCCN(C(=O)NC(C)C)CCOCCOCC1,5,-0.6,0,-1,-0.1,-0.7,0.4,0.7,-2.0,11,0
O=C(NCCc1ccco1)C(=O)NCC1OCCCN1S(=O)(=O)c1ccc(Cl)cc1 (configuration not stated),5,-1.4,1,-2,-0.7,-1.1,2.1,-0.5,0.1,-7,-2
NS(=O)(=O)c1ccc(NC(=O)CSc2nc3ccccc3[nH]2)cc1,-2,3.9,4,7,0.2,-1.1,-0.8,0.0,-0.4,-3,1
COc1ccc(-n2c3c(cc(C(=O)N4CCCCC4)c2=O)C(=O)CC(C)(C)C3)cc1,-1,0.9,0,-3,0.6,-0.6,0.1,-0.7,-1.7,0,-2
COC(=O)c1ccccc1NC(=S)NC(=O)C1CCCCC1,1,-0.7,-3,-3,2.0,-1.7,-0.3,-0.1,-0.6,9,1
O=C(Oc1ccccc1C(=S)N1CCCCC1)c1cc([N+](=O)[O-])cc([N+](=O)[O-])c1,7,0.6,-7,-10,0.1,-0.7,-0.6,-0.8,2.3,2,2
Cc1ccc(C(=O)Nc2c3c(nn2C(C)(C)C)CS(=O)(=O)C3)cc1[N+](=O)[O-],-4,-0.2,1,-7,0.4,-1.2,0.0,0.5,4.7,-5,-1
CCOC(=O)/C=C/C(=O)OCC(=O)NCc1ccccc1,4,-1.8,3,-4,1.6,-1.2,0.7,1.3,-2.0,1,-1
O=C1CCC(C(=O)N2CCCC2)CN1CCc1cccc(F)c1 (configuration not stated),6,1.1,3,-7,1.6,-1.6,-0.2,1.9,-1.0,5,-1
Cc1ccc(C(=O)N2CCC[C@@H]2C(=O)N2CCC[C@H]2C(=O)NCc2ccccc2)cc1,3,-0.4,-1,2,nt,-0.6,-0.3,nt,-1.4,3,-5
O=C(N/N=C/c1cccnc1)c1cc(-c2ccc(Cl)cc2)nc2ccccc12,-7,2.8,-7,5,-4.4,-1.3,-0.1,5.6*,1.1,9,-4
